RAD52 inh: blocks human RAD52 DNA annealing | P43351 | recombinant RAD52 DNA annealing, FRET fluorescence | inhibition, % at 18.7 µM | actives 0.46% (n = 360,000);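 active = every replicate showing at least 50% inhibition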
CASP6 VEID inh: blocks human caspase-6 cleavage activity; AID 686996; P55212; purified caspase-6, Z-VEID-R110 cleavage fluorescence; inhibition, % at 12.5 µM; actives 0.53% (n = 350,000);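 active = mean inhibition across replicates at least about 35%, with every replicate also reaching that limit, limit read from the data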;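 note: 0% = median of neutral control wells and 100% = no fluorescence left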
Target sequence (P55212 24-179 limits assumed): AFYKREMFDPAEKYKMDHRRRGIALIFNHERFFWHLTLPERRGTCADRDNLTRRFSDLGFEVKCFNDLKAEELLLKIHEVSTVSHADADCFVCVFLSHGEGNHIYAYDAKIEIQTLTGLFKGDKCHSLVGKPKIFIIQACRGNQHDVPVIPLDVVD
Target sequence (P55212 194-293 limits assumed): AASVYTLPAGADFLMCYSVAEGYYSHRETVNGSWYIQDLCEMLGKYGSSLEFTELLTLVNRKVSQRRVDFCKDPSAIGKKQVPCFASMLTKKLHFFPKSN
ERp5 block: blocks human ERp5 reductase activity on insulin | Q15084 | AID 651711 | ERp5 insulin aggregation, absorbance 650 nm, 90 min | inhibition, % at 9.99 µM | actives 0.05% (n = 350,000);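 active = mean replicate inhibition above about 25%, with every replicate also reaching it, limit read from the data, passing the limit was not always enough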
Target sequence (Q15084 whole entry, looked up): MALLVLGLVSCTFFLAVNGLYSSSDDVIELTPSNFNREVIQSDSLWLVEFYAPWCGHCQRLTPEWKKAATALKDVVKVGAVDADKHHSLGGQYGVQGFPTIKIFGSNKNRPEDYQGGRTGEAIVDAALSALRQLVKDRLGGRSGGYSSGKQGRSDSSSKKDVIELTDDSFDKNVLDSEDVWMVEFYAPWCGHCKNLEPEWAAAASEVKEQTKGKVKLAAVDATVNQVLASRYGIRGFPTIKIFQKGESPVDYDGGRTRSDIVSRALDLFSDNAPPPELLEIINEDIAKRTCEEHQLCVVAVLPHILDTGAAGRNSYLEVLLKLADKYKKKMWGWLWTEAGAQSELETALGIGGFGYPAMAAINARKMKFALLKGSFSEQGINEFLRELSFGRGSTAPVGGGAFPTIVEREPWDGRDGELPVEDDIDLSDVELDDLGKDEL
E-sel inducer: E-selectin induction on HUVECs | AID 686992 | HUVEC E-selectin immunofluorescence imaging; normalized: neutral wells 0, TNF-alpha wells 100 | actives 0.37% (n = 260,000) | activation, % at 7.58 µM;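 active = mean E-selectin-positive cell signal at least 10% of the positive control, reached in at least 60% of replicates, without over 20% cell loss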;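 note: in these data hits start at about 27%; measured in HUVEC primary endothelial cells; signal is the percent of cells scored E-selectin positive by PE staining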
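Assay system: HUVEC, human umbilical vein endothelial cells / Amount: 3,000 HUVEC/well / Controls: TNF-alpha positive control, DMSO neutral control / Compound dosing: single concentration / Medium: EGM-2 over gelatin coat / Evaluation: percent E-selectin-positive cells / Signal: immunofluorescence imaging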
RAD54 inh: blocks human RAD54 Holliday junction branch migration; Q92698; FAM/BHQ fluorescence; inhibition, % at 10.4 µM; actives 0.14% (n = 360,000); AID 602329;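 active = mean normalized replicate activity at least 40 and at least half of replicates scoring 40 or more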;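 note: 0% = median of neutral control wells and 100% = median of positive control wells; inhibitors cause a drop in the FAM fluorescence signal; in these data hits start at about 50%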
ARNT TACC3 PPI: disrupts binding between human ARNT and TACC3; Q9Y6A5; AlphaScreen His-ARNT PAS-B/GST-TACC3 binding, luminescence; TACC3 fragment carries E629A point mutation; inhibition, % at 9.99 µM; actives 0.66% (n = 390,000); AID 623870;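 active = mean inhibition of replicates at least 50% and at least half of replicates each reaching 50%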;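 note: 0% = complete ARNT plus TACC3 wells and 100% = ARNT alone without TACC3; many hits fall short of the cut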
PglD inh: PglD (C. jejuni) enzyme inhibition | inhibition, % at 12.5 µM | AID 602405 | actives 0.098% (n = 360,000) | purified PglD enzyme, DTNB colorimetric CoA detection; in the data active = inhibition above about 16%, passing the limit was not always enough; note: strong numbers were not always called active
esBAF inh: blocks esBAF chromatin remodeling in mouse ES cells; Bmi1-luciferase knock-in reporter, 24 h; 100% = twice the neutral-well signal; reporter increase, % at 12.5 µM; actives 2% (n = 350,000); AID 602393; in the data active = activation above about 40%;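 note: 0% = median of the plate's neutral control wells and 100% = double that signal; a rise in the Bmi1 reporter signal indicates esBAF inhibition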
An asterisk follows results filed as active; . = not tested or not shown. Hits appear at their usual frequency, and some 3.2% of all compounds hit somewhere here.

SMILES	RAD52 inh	CASP6 VEID inh	ERp5 block	E-sel inducer	RAD54 inh	ARNT TACC3 PPI	PglD inh	esBAF inh
O=C(CCCN1C(=O)/C(=C\c2ccccc2)SC1=S)Nc1ccc(C(=O)O)cc1	-29.3	25.0	0.4	.	-7.1	-46.2	2.4	-6.1
Cn1cnc(S(=O)(=O)N2CCCCN3[C@H](C2)[C@@H](c2ccc(-c4cccc(F)c4)cc2)[C@@H]3CO)c1	-44.3	4.4	1.9	0.2	-16.9	-6.2	0.2	4.4
CNC[C@@H]1OCCCC[C@H](C)Oc2ccc(NC(=O)Cc3ccccc3)cc2C(=O)N([C@H](C)CO)C[C@@H]1C	-28.7	0.5	-0.8	-0.2	-15.4	-7.4	0.4	2.4
C[C@H]1CN([C@@H](C)CO)C(=O)c2cc(NC(=O)CCC(F)(F)F)ccc2O[C@H]1CN(C)CC1CCCCC1	-2.2	-1.8	0.2	.	6.1	-3.3	-0.9	-4.2
Cc1ccc(S(=O)(=O)N(C)Cc2nc(-c3ccccn3)no2)cc1	.	.	.	.	3.9	5.8	1.4	-4.3
CC(=O)NC1(C(F)(F)F)NC(=O)N(CCc2ccccc2)C1=O (centres undefined)	-12.5	-4.2	-4.8	.	0.2	4.5	5.3	-2.2
COc1ccc(S(=O)(=O)N[C@H]2CC[C@H](CC(=O)NCc3ccccc3F)O[C@H]2CO)cc1	-10.0	-0.8	-1.1	-0.3	3.2	4.0	1.3	2.3
C[C@@H]1CN([C@H](C)CO)C(=O)c2cc(NS(=O)(=O)c3ccc(F)cc3)ccc2O[C@@H](C)CCCCO[C@H]1CN(C)S(=O)(=O)c1ccc(F)cc1	-10.2	2.3	-3.4	0.0	.	.	.	.
CCCCOC(=O)C1CCC[C@@H](C)N1 (some centres undefined)	.	.	.	.	-0.7	-7.6	9.1	-4.9
O=C1CC(C(=O)O)(c2ccccc2)c2cccc(F)c21 (centres undefined)	-0.7	2.4	1.5	0.1	-3.4	1.8	6.6	-3.7
O=C(NCc1nc(-c2ccc(C(F)(F)F)cc2)no1)c1cccs1	-8.6	-2.2	2.8	0.8	.	-3.6	.	.
CC(=O)Oc1ccccc1C(=O)Oc1ccc(/C=N/n2cnnc2)cc1	.	.	.	-2.4	-2.7	-3.2	1.2	-4.0
CNC[C@H]1OCCCC[C@H](C)Oc2ccc(NS(=O)(=O)c3ccc(F)cc3)cc2C(=O)N([C@@H](C)CO)C[C@@H]1C	-57.3	-1.6	-5.6	2.2	6.6	3.6	0.8	-2.6
CCOC(=O)C1C(=O)C=C(C)C(C(=O)OCC)C1c1cccc([N+](=O)[O-])c1 (centres undefined)	-10.4	-1.5	-5.7	.	-8.1	7.6	4.7	-1.2
O=C(C[C@H]1C=C[C@@H](NS(=O)(=O)c2ccc(F)cc2)[C@H](CO)O1)NC1CCC1	-8.8	-1.3	-7.2	0.1	-3.7	-3.0	-1.7	1.4
COc1cc(OC)cc(-c2nc3ccccc3c(=O)n2OC(=O)c2ccc(C)c(C)c2)c1	-12.9	3.7	4.1	0.2	.	10.0	.	.
COc1ccccc1-c1ccc([C@H]2[C@@H](CO)N(C(=O)C3CC3)C23CN(C(C)=O)C3)cc1	-8.6	-1.6	1.0	-0.2	.	.	.	.
CC1CC(C)CN(C(=O)c2cccc(S(=O)(=O)N(C)c3ccccc3)c2)C1 (centres undefined)	-6.5	5.6	9.2	.	-0.6	0.0	0.5	-2.1
CN(C)C(=O)c1cccc(-c2cccc(-c3nc(C(=O)NCc4ccccc4)cc4c3[C@H](CCO)N(S(=O)C(C)(C)C)C4)c2)c1 (some centres undefined)	-23.8	8.5	-2.5	0.0	-10.5	.	-5.4	-1.3
CN(C)c1ccc(S(=O)(=O)NCC(=O)NCCC2=CCCCC2)cc1[N+](=O)[O-]	-2.5	0.0	-2.3	.	-11.4	.	-3.4	3.8
COC(=O)C[C@@H]1C[C@H]2c3cc(NS(=O)(=O)c4ccc(OC)cc4)ccc3O[C@H]2[C@H](CO)O1	.	.	.	0.2	6.2	-7.2	-2.0	4.6
C=CCn1c(SCc2nc3ccccc3[nH]2)nnc1-c1ccncc1	.	.	.	.	3.7	-3.9	-3.9	-3.0
CC(C)C#Cc1ccc([C@@H]2[C@H](CO)N3CCCCN(C(=O)Nc4ccccc4)C[C@@H]23)cc1	21.6	-2.9	1.2	0.3	4.8	10.9	-0.4	.
COc1ccc(CN(C)C[C@@H]2OCCCC[C@H](C)Oc3ccc(NS(=O)(=O)c4ccc(C)cc4)cc3C(=O)N([C@@H](C)CO)C[C@H]2C)cc1	28.8	-3.6	-5.6	0.5	-3.8	-4.8	4.4	1.0
Cn1c(=O)c(/C=C/c2ccc(F)cc2)nc2ccccc21	-76.9	-5.5	4.8	1.1	9.4	-3.1	1.4	.
COc1ccc(COCC(O)CN2CC(C)OC(C)C2)cc1OC (centres undefined)	-9.0	-3.1	2.2	.	1.5	-21.3	0.2	-5.9
CCC(=O)N(C)C[C@@H]1Oc2ncc(-c3cccc(OC)c3)cc2C(=O)N([C@@H](C)CO)C[C@H]1C	4.7	-3.0	1.0	-0.4	2.7	1.9	-5.3	-1.4
CC(=O)c1ccc(NC(=O)[C@@]2(CC(=O)O)CC(/C=C/c3ccccc3)=NO2)cc1	-10.1	2.5	-0.3	.	-10.5	-1.8	0.3	-5.6
CO[C@H]1CN(C)C(=O)c2cc(NS(=O)(=O)c3cccc(F)c3)ccc2OC[C@H](C)NC[C@H]1C	-7.5	.	-3.8	0.1	4.7	-7.1	0.2	-6.4
NC(=O)CC(NC(=O)Cc1ccc(Br)cc1)c1ccc(NC2CCC2)c([N+](=O)[O-])c1 (centres undefined)	-6.2	2.2	-4.9	-0.1	-3.9	-4.8	-4.9	-6.0

Compound profiles (already shown). Order of values: RAD52 inh	CASP6 VEID inh	ERp5 block	E-sel inducer	RAD54 inh	ARNT TACC3 PPI	PglD inh	esBAF inh
COc1ccccc1-c1ccc([C@H]2[C@@H](CO)N(C(=O)C3CC3)C23CN(C(C)=O)C3)cc1 reads -8.6	-1.6	1.0	-0.2	.	.	.	.
CC(=O)NC1(C(F)(F)F)NC(=O)N(CCc2ccccc2)C1=O (centres undefined) reads -12.5	-4.2	-4.8	.	0.2	4.5	5.3	-2.2

(list continues)
SMILES	RAD52 inh	CASP6 VEID inh	ERp5 block	E-sel inducer	RAD54 inh	ARNT TACC3 PPI	PglD inh	esBAF inh
COc1cccc(C#Cc2cnc3c(c2)C(=O)N([C@H](C)CO)C[C@H](C)[C@@H](CN(C)C(=O)C2CCOCC2)O3)c1	-19.7	1.3	-1.4	-0.2	2.0	-5.7	0.5	3.5
CC(C)NC(=O)N(C)C[C@@H]1Oc2c(NC(=O)c3nc4ccccc4s3)cccc2C(=O)N([C@@H](C)CO)C[C@H]1C	12.5	1.6	-13.1	0.2	10.3	-2.5	6.2	4.1
Cc1ccc(S(=O)(=O)N2CCC(CN3C(=O)c4cccc5cccc(c45)C3=O)CC2)cc1	.	.	.	.	-0.1	3.7	-0.8	2.6
CCCCn1nnnc1C(c1cc2ccccc2o1)N1CCN(CCN(C)C)CC1 (centres undefined)	-9.8	-1.9	0.7	-0.2	.	.	.	.
CO[C@H]1CC[C@@H]2CCOc3c(C#N)cccc3C(=O)N(C)C[C@H](OC)[C@@H](C)C(=O)N(C)C[C@H]1O2	9.2	-5.6	-0.2	0.2	2.4	-2.7	1.0	-2.6
CCOC(=O)C1CCN(C2=NC(=O)/C(=C/c3ccc(OC)c(OC)c3)S2)CC1	13.0	2.1	0.0	1.4	8.2	1.9	-2.9	-0.2
COc1ccc(C(=O)N/N=C/c2cccc3cccnc23)cc1	.	.	.	.	-8.7	88.0*	-0.8	5.8
C[C@@H](OC(=O)N1CCCCC1)[C@H]1O[C@]2(C)CCCC[C@H]1O2	-8.2	-3.2	1.3	-0.3	-3.3	1.4	-4.3	5.7
COC(=O)[C@@H]1[C@@H](CO)[C@@H]2Cn3c(ccc(C4=CCCC4)c3=O)[C@@H]2N1C(=O)C1CCC1	-20.5	.	-2.8	0.0	0.9	-4.0	-2.8	-3.2
Cc1cccn2c(CN(C)CC3CCCCO3)c(C(=O)N3CCCCC3)nc12 (centres undefined)	-2.0	2.2	-2.6	4.3	.	-7.6	.	.
COc1ccc(CCn2c(=N)c(S(=O)(=O)c3ccc(C)cc3)cc3c(=O)n4ccccc4nc32)cc1	-307.6	.	-2.2	.	-0.1	0.4	1.9	-1.9
CC(C)=C(NC(=O)c1ccccc1)C(=O)NCCCC(=O)O	-10.7	-0.7	0.3	.	0.3	-3.4	3.5	0.6
CC(C)NC(=O)N(C)C[C@@H]1Oc2c(NC(=O)C3CCOCC3)cccc2C(=O)N([C@@H](C)CO)C[C@@H]1C	-8.5	-2.9	6.5	-0.2	-10.3	4.7	-0.6	-1.3
CCCCn1c(SCC(=O)N2c3ccccc3Sc3ccccc32)nc2c1c(=O)n(C)c(=O)n2C	.	.	.	.	-8.2	-7.0	10.6	18.4
CCOC(=O)Cc1csc(NC(=O)c2cnc3scc(C)n3c2=O)n1	.	.	.	.	-0.6	0.8	-2.3	-1.1
O=C1Nc2ccccc2C1=NN=Cc1ccco1	-12.2	12.9	1.7	-0.3	.	.	.	.
O=C(COC(=O)c1ccc(S(=O)(=O)NCc2ccco2)cc1)Nc1ccc(Cl)cn1	-26.2	46.1*	-1.1	1.5	.	7.6	.	.
Cc1ccc(-c2[nH]c3ccccc3c2SCCN)cc1	-33.1	-0.5	-9.5	.	.	2.4	.	20.9
CCOC(=O)c1c(C)n(C)c2ccc(OC)c(NC(=O)CN3CCN(C4CCCCC4)CC3)c12	.	.	.	.	7.7	-3.3	-0.6	-3.2
CC(C)NC(=O)Nc1cccc2c1O[C@H](CN(C)C(=O)Nc1ccc(F)cc1)[C@H](C)CN([C@H](C)CO)C2=O	8.3	-1.6	-0.5	-0.1	-12.3	1.4	-2.8	-5.0

A section taken from the entries so far, for reference:
SMILES	RAD52 inh	CASP6 VEID inh	ERp5 block	E-sel inducer	RAD54 inh	ARNT TACC3 PPI	PglD inh	esBAF inh
O=C1Nc2ccccc2C1=NN=Cc1ccco1	-12.2	12.9	1.7	-0.3	.	.	.	.
O=C(COC(=O)c1ccc(S(=O)(=O)NCc2ccco2)cc1)Nc1ccc(Cl)cn1	-26.2	46.1*	-1.1	1.5	.	7.6	.	.

More structures:
SMILES	RAD52 inh	CASP6 VEID inh	ERp5 block	E-sel inducer	RAD54 inh	ARNT TACC3 PPI	PglD inh	esBAF inh
Cc1ccc(NC(=O)CCNC(=O)c2ccccc2Cl)cc1S(=O)(=O)N1CCCCCC1	-5.0	-1.3	.	-1.8	-9.8	0.5	4.3	12.1
O=C(CC(C(=O)O)P(=O)(c1ccccc1)c1ccccc1)c1ccc(Br)cc1 (centres undefined)	-11.1	3.3	7.0	2.5	7.1	-25.2	0.2	2.4
O=C(Nc1cccc(Cl)c1)N[C@H]1CC[C@H](CCn2cc(Cc3ccccc3)nn2)O[C@@H]1CO	-3.5	0.8	-2.0	-0.3	0.4	7.9	-1.8	13.2
CC(C)(C)NC(=O)CN(C(=O)CCC(=O)Nc1nccs1)c1cccc(C(F)(F)F)c1	-22.1	-2.0	0.6	0.1	-1.6	-6.4	1.4	1.6
O=C(Nc1ccc(F)c(Cl)c1)C1CCCN(c2cnccn2)C1 (centres undefined)	-30.4	4.5	0.9	-0.2	-6.1	-1.3	3.1	-0.7
O=C(NCc1ccccc1)[C@@H]1CCCN1C(=O)[C@@H]1CCCN1C(=O)c1cccs1	-21.6	0.9	-1.4	-0.1	.	.	.	.
CCOC(=O)C(Cc1cc(N)c(Oc2ccc(OC)cc2)c(N)c1)NC(C)=O (centres undefined)	-2.3	1.2	-11.0	-1.0	4.3	-8.3	1.4	-0.9
C[C@H](CO)N1C[C@H](C)[C@@H](CN(C)C(=O)Nc2ccc(F)cc2)Oc2cc(C#CC3(O)CCCC3)ccc2S1(=O)=O	-19.4	-2.6	-0.4	0.0	1.0	0.5	0.9	10.2
COc1ccc(-c2[nH]c(-c3cccc(OC)c3)nc2SCC(=O)NCc2ccco2)cc1	-10.7	-2.5	2.7	0.1	1.1	1.8	-1.1	12.2
